Bioassay records: PubChem BioAssay, National Center for Advancing Translational Sciences (NCATS)
LDHA inh – inhibitors of human lactate dehydrogenase A. activity change, % (values are at about 110 or 230 µM). AID 1347041. purified LDHA, NADH/diaphorase-resazurin fluorescence; hits give low values. actives 0.15% (n = 480,000). P00338; in the data active = activity change below about -30%; inconclusive = mostly about -25% to -30%;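 also: plate controls were DMSO wells for no effect and wells without enzyme for full effect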
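Enzyme activity of human lactate dehydrogenase 5 (2 nM; 0.06 mM NADH, 0.2 mM pyruvate, 5 min, RT) is measured via a resazurin/diaphorase fluorescence readout of residual NADH.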
IDH1 R132H inh – inhibitors of human mutant IDH1 R132H; O75874; IDH1-R132H enzyme, NADPH consumption, diaphorase/resazurin fluorescence; Potency, µM (highest dose often 76.6 µM), without a hit: at the highest dose activity change, negative = inhibition, most hits filed as inhibitors; actives 0.093% (n = 390,000); also: potency is read from the fitted curve at half-maximal effect; % is scaled to controls: 0 for no effect and ±100 for the full control effect; nearly all actives have a fitted effect of over 65% in size
Target sequence (O75874 whole entry R132H, stated change not applied): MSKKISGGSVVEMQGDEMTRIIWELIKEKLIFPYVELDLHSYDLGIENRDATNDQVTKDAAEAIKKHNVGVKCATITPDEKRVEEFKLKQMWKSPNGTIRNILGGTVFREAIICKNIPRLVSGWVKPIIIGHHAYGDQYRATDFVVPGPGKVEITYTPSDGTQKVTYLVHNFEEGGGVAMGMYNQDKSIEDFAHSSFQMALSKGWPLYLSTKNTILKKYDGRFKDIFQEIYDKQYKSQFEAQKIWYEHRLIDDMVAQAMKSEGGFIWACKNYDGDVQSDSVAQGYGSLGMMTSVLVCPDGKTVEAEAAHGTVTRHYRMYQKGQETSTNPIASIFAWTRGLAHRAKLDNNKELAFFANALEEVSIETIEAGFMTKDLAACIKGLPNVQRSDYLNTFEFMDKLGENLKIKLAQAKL
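IDH1-R132H (0.5 ug/mL dispensed) in pH 7.5 Tris buffer was preincubated 30 min with compound, then given a substrate mix of 0.016 mM NADPH and 2 mM alpha-KG for 80 min at room temperature; remaining NADPH was read by diaphorase/resazurin fluorescence.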
rTrxR1 inhibitor – rat TrxR1 inhibition; Potency, µM (highest dose often 114 µM), for inactives: at the highest dose activity change, negative = inhibition, usual class: inhibitors; AID 588453; recombinant rTrxR1, NADPH fluorescence consumption, selenite substrate; actives 1% (n = 390,000); also: potency is read from the fitted curve at half-maximal effect; % is scaled to controls: 0 for no effect and ±100 for the full control effect; nearly all actives have a fitted effect of over 65% in size
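Rat TrxR1 (90 nM in the dispensed reagent) was pre-reduced with 400 uM NADPH for 5 min at room temperature, then incubated with compound for 15 min. After 400 uM selenite was added, NADPH fluorescence (Ex 340/Em 450 nm) was followed for 8 min.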
RGS4 inh – inhibitors of human regulator of G protein signaling 4; AID 504845; actives 0.039% (n = 390,000); Potency, µM (doses to about 114 µM), for the others: at the top dose activity change, negative = inhibition, usual class: inhibitors; P49798; Transcreener GDP fluorescence polarization, RGS4-accelerated GTP hydrolysis; also: potency is read from the fitted curve at half-maximal effect; % is scaled to controls: 0 for no effect and ±100 for the full control effect; nearly all actives have a fitted effect of over 75% in size; some results filed as inactive show a strong effect at the top dose
Target sequence (P49798 whole entry, looked up): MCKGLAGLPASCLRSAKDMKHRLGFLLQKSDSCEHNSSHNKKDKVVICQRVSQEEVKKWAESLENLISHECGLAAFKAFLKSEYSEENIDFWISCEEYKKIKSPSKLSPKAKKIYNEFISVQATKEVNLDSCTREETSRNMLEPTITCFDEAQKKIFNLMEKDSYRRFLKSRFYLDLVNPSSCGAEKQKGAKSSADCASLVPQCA
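MLSMR compounds (23 nl, pin-transferred) preincubated 10 min at room temperature with a 500nM (2x) first reagent, then RGS4 at 900nM (2x) plus Transcreener GDP mix added; fluorescence polarization (620/688 nm) read before and after 90 min at 30 °C.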
USP1-UAF1 inh – inhibitors of human USP1/UAF1 deubiquitinase. recombinant USP1/UAF1, Ub-Rhodamine cleavage fluorescence. Potency, µM (top dose mostly 57.1 µM), inactives show at the highest dose activity change, negative = inhibition, actives largely listed as inhibitors. actives 0.23% (n = 390,000). O94782; also: potency is read from the fitted curve at half-maximal effect; % is scaled to controls: 0 for no effect and ±100 for the full control effect; nearly all actives have a fitted effect of over 60% in size; inactives centre near -12
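High-throughput fluorogenic screen: 1nM USP1/UAF1 complex, Ub-Rho substrate 150nM final, 50mM HEPES pH 7.8 with 0.5mM EDTA, 0.1 mg/ml BSA, 1mM TCEP and 0.01% Tween-20.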
TrxR1 substrate – substrates of rat thioredoxin reductase 1; purified TrxR1 substrate turnover, NADPH consumption readout; O89049; Potency, µM (titrated, usually from 114 µM), for the others: at the top dose activity change, negative = substrate turnover; actives 0.01% (n = 390,000); also: potency is read from the fitted curve at half-maximal effect; % is scaled to controls: 0 for no effect and ±100 for the full control effect; nearly all actives have a fitted effect of over 50% in size
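Rat TrxR1, dispensed at 90 nM, was prereduced with 400 uM NADPH (final) for 5 min at ~22 deg C, then incubated with compound 15 min before 400 uM selenite. A first-read NADPH fluorescence drop versus no-compound background flagged substrates.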
Vif-APOBEC3G blk – Vif-A3G binding inhibition; HeLa A3G-eYFP + Vif (tagged APOBEC3G with the HIV-1 protein that degrades it), YFP fluorescence, overnight; Potency, µM (top dose mostly 46.1 µM), for inactives: top-dose activity, negative = active, actives largely listed as inhibitors; AID 602310; actives 0.076% (n = 410,000); Q9HC16;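 also: potency is read from the fitted curve at half-maximal effect; % is scaled to controls: 0 for no effect and ±100 for the full control effect; nearly all actives have a fitted effect of over 60% in size; hits raise eYFP signal because A3G escapes Vif-driven loss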
Target sequence (Q9HC16 whole entry, looked up): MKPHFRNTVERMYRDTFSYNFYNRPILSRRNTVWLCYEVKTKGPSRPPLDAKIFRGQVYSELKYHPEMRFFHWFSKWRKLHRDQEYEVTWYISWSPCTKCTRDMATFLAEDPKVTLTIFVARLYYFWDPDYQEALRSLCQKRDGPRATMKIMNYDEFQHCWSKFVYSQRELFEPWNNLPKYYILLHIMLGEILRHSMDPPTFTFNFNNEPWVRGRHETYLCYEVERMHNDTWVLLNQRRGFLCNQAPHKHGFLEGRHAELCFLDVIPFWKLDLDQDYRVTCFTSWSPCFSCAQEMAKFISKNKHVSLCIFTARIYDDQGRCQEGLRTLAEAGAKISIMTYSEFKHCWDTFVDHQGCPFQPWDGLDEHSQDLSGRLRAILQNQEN
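Read-out is eYFP fluorescence (Ex 488/Em 500-530) from Vif-expressing HeLa A3G-eYFP cells; more signal means A3G escaped Vif-mediated degradation. Cells plated overnight, compound pinned in, incubated overnight at 37 deg C.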
Vif-A3F inh – blocks the Vif interaction with APOBEC3F | HeLa A3F-eYFP + Vif (tagged APOBEC3F with the HIV-1 protein that degrades it), YFP fluorescence increase | actives 0.2% (n = 390,000) | Potency, µM (titrated, usually from 46.1 µM), for inactives: top-dose activity, negative = active; also: potency is read from the fitted curve at half-maximal effect; % of control where 0% means no effect; nearly all actives have a fitted effect of over 65% in size
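HeLa cells stably expressing Vif plus C-terminally eYFP-tagged A3F were seeded, incubated overnight at 37 deg C, dosed with compound, incubated overnight again at 37 deg C. Yellow fluorescence (Ex 488/Em 500-530) reported blocked Vif-mediated A3F-eYFP degradation.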
GRP78 ERSR act – induces the endoplasmic reticulum stress response in human glioma cells | Potency, µM, inactives show at the top dose activation, actives largely listed as activators | actives 0.02% (n = 420,000) | U87-MG GRP78 promoter luciferase reporter, 16 h | AID 602332; also: potency is read from the fitted curve at half-maximal effect; series mostly up to about 76 µM; % of control where 0% means no effect; nearly all actives have a fitted effect of over 35% in size
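Stably transfected U87-MG human glioma cells carrying a GRP78-based luminescent sensor were seeded at 1000 cells/well, pin-dosed with compounds and incubated 16 h. Luciferase reagent was then added, and end-point luminescence was read after 10 min at room temperature.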
* marks the source's active call; other numbers are inactive results; ? = inconclusive; . = not tested or not shown; & = joins results of further samples; ! = a repeat was not active; [ ] = another dose, or the depositor's remark. Unless noted, calls follow the shape of the dose curve; as a rule, active = well fitted curve in the direction sought with a large enough effect; inconclusive = small, poorly fitted or top-dose-only effect, or another doubt; inactive = no such curve, though single readings can be large; an effect the other way counts as inactive or inconclusive. These rows are one share of the data, so the mix of outcomes need not match the whole.

Second line of a record: LDHA inh	IDH1 R132H inh	rTrxR1 inhibitor	RGS4 inh	USP1-UAF1 inh	TrxR1 substrate	Vif-APOBEC3G blk	Vif-A3F inh	GRP78 ERSR act
- COc1ccccc1NC(=O)CSC1=Nc2ccccc2C2=NC(CC(=O)NCc3ccc4c(c3)OCO4)C(=O)N12 (stereo unspecified)
 : -4	16%	0%[57.1 µM]	-4%	0%	-9%[57.1 µM]	-1%	-3%	-1%
- CCCN1CCN(C(=O)c2c(Cl)cnn2C)CC1
 : 0	9%	8%	-24%	-21%	5%	1%	1%	-2%
- CCOC(=O)Nc1nnc(-c2cccc(OC)c2)s1
 : -4	-6%	9%	10%[11.4 µM]	-8%	86%[activator]	0%	7%	0%
- Fc1ccccc1C(NCCc1ccc(Cl)cc1)c1nnc(-c2ccccc2)o1 (stereo unspecified)
 : -7	17%	16%	5%	-22%	-1%	3%	1%	-5%
- COc1ccc(S(=O)(=O)NC2CCCC2)cc1C(N)=O
 : -2	2%	?	27%	-7%	?	0%	0%	-5%
- Cc1cc(/C=N/n2cnnc2)c(O)c([N+](=O)[O-])c1
 : 2	2%	-17%	-27%	-22%	-20%	0%	-5%	-4%
- COc1cccc(/C=N/NC(=O)NC2CCCCC2)c1O
 : 18	1%	-7%	12%	2%	-8%	0%	2%	4%
- CC1CCN(c2ccc3c(c2)S(=O)(=O)c2ccccc2C3=O)CC1
 : 3	10%	27%	-4%	?	4%	-14%	-30%	-3%
- Cc1cc(C)c(NC(=O)CSc2nnc(CNC(=O)c3c(F)cccc3Cl)o2)c(C)c1
 : -3	-10%	14%	-13%	-30%	3%	-4%	-1%	-5%
- Cc1ccc(-n2nnnc2SCC(=O)Nc2cccc(NC(=O)c3ccco3)c2)cc1C
 : -11	16%	14%	?	-16%	2%	1%	.	-5%
- COc1ccc(OC)c(-n2cnnn2)c1
 : -3	0%	10%	-16%	-10%	1%	-3%	-12%	-5%
- Cc1ccc2oc(/N=C(\N)NC(=O)C3CC3)nc2c1
 : 0	-2%	18%	1%	-24%	-3%	?	-4%	-8%
- Nc1ccc(C(=O)OCc2nc3c(ccc4ccccc43)[nH]2)cc1
 : 5	17%	-3%[57.1 µM]	2%	-10%	-2%[57.1 µM]	-16%	6%	9%
- COc1cccc(CNC(=O)C2CCN(S(=O)(=O)c3ccc4c(c3)CC(C)N4C(C)=O)CC2)c1 (stereo unspecified)
 : 1	-6%	-6%	-7%	-8%	2%	-1%	1%	0%
- Cc1ccc2c(=O)oc(N(C)C)nc2c1
 : 0	14%	13%[57.1 µM]	?	-7%	42%[activator][57.1 µM]	2%	-14%	-2%
- Oc1ccc(C=Nc2cccc3ncccc23)c(O)c1
 : 16	14%	1%[57.1 µM]	-22%	-9%	-6%[57.1 µM]	-2%	-3%	-4%
- COc1ccccc1CNC(=O)CNC(=O)Cn1cnc2ccccc2c1=O
 : -2	-1%	13%[57.1 µM]	21%	-20%	13%[57.1 µM]	1%	-4%	1%
- CSc1nc2ccccc2c(=O)n1C1CCOC(C)(C)C1 (stereo unspecified)
 : -4	3%	18%	-1%	-16%	5%	1%	3%	0%
- Cc1ccc(S(=O)(=O)N2CCN(C(=O)CCC(=O)NCCc3ccc(F)cc3)CC2)cc1
 : -9	8%	32%[57.1 µM]	-8%	-12%	10%[57.1 µM]	3%	-25%	-1%
- CCC(C)Nc1sc(S(=O)(=O)CC)nc1S(=O)(=O)c1ccc(C)cc1 (stereo unspecified)
 : -3	-6%	4%	-8%	-23%	-6%	3%	3%	-3%
- CC(C)CN(CCCNC(=O)CN1C(=O)COc2ccc(S(=O)(=O)N3CCCCCC3)cc21)CC(C)C
 : -2&3	0%&8%	56µM*!	-7%[11.4 µM]	-18%&-29%	5%&-1%	-7%&2%	0%&2%	0%&-5%
- O=C(NCc1ccccc1Br)c1cccc2c1C(=O)c1ccc(-c3ccc(OC(F)(F)F)cc3)cc1S2(=O)=O
 : -1	-1%	-10%[57.1 µM]	5%	-8%	-5%	-10%	?	-7%
- C/C(=N/NC(=O)c1ccc(C(C)(C)C)cc1)c1cccnc1
 : -6	0%	9%	15%	4%	-1%	3%	-13%	14%
- CCCn1cnnc1CNC(=O)C1CCC(=O)N(CCCc2ccccc2)C1 (stereo unspecified)
 : 0	10%	8%	25%	-8%	5%	-8%	-6%	3%
- Cc1ccc(S(=O)(=O)NCCC(=O)N2CCC(C)CC2)cc1
 : -3	12%	4%	7%	-19%	32%[activator]	0%	-3%	-5%
- O=C(Nc1ccc(NC(=O)c2ccc(Cl)cc2Cl)cc1)c1ccc2c(c1)OCO2
 : -1	1%	14%	1%	-20%	7%	2%	-14%	-7%
- CCOC(=O)c1ccc(NC(=O)Cn2ncc(Cl)c(Cl)c2=O)cc1
 : 0	0%	?	-45%	-28%	4%	?	10%	-15%
- CN1OC[C@@H]2CN(Cc3ccccc3)[C@H](c3cccc(Oc4ccccc4)c3)C[C@@H]21
 : 3	9%	1%	-38%	-32%	-5%	0%	8%	-1%
- CN(Cc1ccccc1)C(=O)c1cccc(NC(=O)Cc2ccc([N+](=O)[O-])cc2)c1
 : -2	3%	14%	2%	-32%	-2%	5%	1%	-4%
- N/C(=N\OC(=O)COc1ccc(Cl)cc1)c1ccc(Cl)cc1
 : -5	0%	-12%[57.1 µM]	9%	-9%	-5%[57.1 µM]	0%	-4%	-4%
- Cc1ccc(COC(=O)CCN=C2NS(=O)(=O)c3ccccc32)cc1
 : -1	2%	3%	-2%	?	-6%	-3%	4%	-2%
- Oc1ccc(N2CCN(Cc3ccc(OCCCN4CCCCC4)cc3)CC2)cc1
 : 35	-2%	-1%[57.1 µM]	-15%	-8%	0%[57.1 µM]	-4%	8%	-7%
- CC(C)n1ncc2c(C(=O)Nc3cccc(S(=O)(=O)N(C)C)c3)cc(C3CC3)nc21
 : -1	7%	-4%	-42%	-6%	-7%	1%	1%	-3%
- COc1ccc(-c2cc(C(=O)Nc3ccccc3)on2)cc1
 : -4	5%	29%	-7%	-22%	9%	-1%	1%	-5%
- O=C(COC(=O)CCC(=O)c1ccc(F)cc1)Nc1ccccc1
 : -2	6%	19%[57.1 µM]	-3%	-20%	-12%[57.1 µM]	2%	0%	-1%
- Cn1cc(C=C2C(=O)CC(C)(C)CC2=O)c2ccccc21
 : 7	20%	-8%	4%	-10%	-3%	-2%	?	-1%
- O=C(O)c1ccc(CN2C(=O)c3ccccc3S2(=O)=O)cc1
 : -7	-3%	14%[57.1 µM]	-33%	-5%	5%[57.1 µM]	1%	-11%	-6%
- CCCOc1ccc(N2C(=O)CC(SC(=NCC)Nc3cccc(F)c3)C2=O)cc1 (stereo unspecified)
 : -1	11%	-3%	27%	-1%	-7%	-5%	-7%	0%
- O=C(Nc1ccc2c(c1)OCCO2)c1ccncc1
 : -4	4%	5%	-20%	-17%	3%	-7%	.	-1%
- CN(c1ccccc1C(=O)Nc1cccc([N+](=O)[O-])c1)S(=O)(=O)c1ccccc1
 : -2	1%	42%[activator]	9%	-25%	9%	-5%	-7%	-1%
- CCOC(=O)COC(=O)c1ccc(O)cc1
 : -11	0%	-1%	41%	-14%	-4%	3%	-12%	1%
- CCOc1ccc(NC(=O)CNc2cccc(S(=O)(=O)N3CCCCCC3)c2)cc1OCC
 : -1	-4%	22%	-1%	-25%	-5%	1%	-1%	-5%
- O=C(CSc1nc(=O)[nH]c2c1CCC2)NCc1ccc(Cl)cc1
 : -1	10%	14%[57.1 µM]	-20%	?	2%[57.1 µM]	0%	6%	-2%
- CC(=O)NCCCC(=O)NC(CCC(=O)OCc1ccccc1)C(=O)OCc1ccccc1 (stereo unspecified)
 : -1	-10%	20%	2%	-11%	1%	-1%	0%	-1%
- CCOc1ccc(-n2c(O)c(/C=N/Nc3nnc(C)c(=O)[nH]3)c3ccccc3c2=O)cc1
 : -4	0%	20%[57.1 µM]	-16%	-18%	-18%	-4%	9%	-3%
- CCOc1ccc(C(=O)N2CCN(c3ccccc3)CC2)cc1OCC
 : 3	0%	-3%[11.4 µM]	11%	-8%	-3%[11.4 µM]	6%	2%	-1%
- O=C(O)C1C2CCC(C2)C1C(=O)Nc1ccccc1 (stereo unspecified)
 : 1	2%	12%[57.1 µM]	6%	-5%	-20%[57.1 µM]	3%	-5%	-3%
- CNC(=O)Nc1cc(C(F)(F)F)cc(C(F)(F)F)c1
 : 2	11%	10%[57.1 µM]	3%	-22%	2%[57.1 µM]	0%	0%	-5%
- COc1ccc(C(=O)N2CCc3ccccc32)cc1S(=O)(=O)N1CCOCC1
 : 8	3%	13%	-44%	-12%	8%	-5%	-6%	-4%
- CN1CCN(S(=O)(=O)c2ccc(Oc3ccc(F)cc3Br)nc2)CC1
 : -15	-3%	9%	3%	-18%	2%	1%	4%	-4%
- COc1cccc(CN2CCN(Cc3[nH]c4ccccc4c3C)CC2CCO)c1 (stereo unspecified)
 : 3	-7%	19%	-1%	-23%	6%	-7%	7%	-5%
